Screening results (PubChem BioAssay)
TWEAK-Fn14 inh: inhibitors of TWEAK-Fn14 interaction signaling | TWEAK-stimulated Fn14 reporter cells, luciferase luminescence, 8 h | inhibition, % at 10 µM | 360,000 compounds, 2% hits | AID 1159606; in the data active = inhibition above about 50%
NOD2-RIPK2 inh: inhibitors of human NOD2-RIPK2 interaction; CHO BLA complementation NOD2-RIPK2, CCF4 ratio; 360,000 compounds, 0.38% hits; inhibition, % at 4.98 µM; in the data active = inhibition above about 21%;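 also: 0% = vehicle only and 100% = reference blocker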
NCOA2 inhibitor: inhibits human steroid receptor coactivator 2. 370,000 compounds, 0.17% hits. inhibition, % at 9 µM. Q15596. HEK293 GAL4-SRC2 luciferase reporter, luminescence;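 active = inhibition above the mean inhibition of all tested compounds plus 3 SD, set per campaign, cut at about 52% in these data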;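 also: 0% = DMSO treated cells and 100% = cells given Gossypol at 36 µM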
TROY signal inh: inhibitors of TROY-dependent NF-kB signaling. 360,000 compounds, 0.98% hits. inhibition, % at 10 µM. Q293 LMP1-TROYcd NF-kB luciferase reporter, 4 h;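 active = compounds whose plate-normalised and pattern-corrected inhibition of the luciferase reporter signal at the single screening dose is 50% or more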
SRC1 inh: inhibitors of human steroid receptor coactivator 1 (SRC1); inhibition, % at 3.6 µM; 360,000 compounds, 0.12% hits; Q15788; AID 588354; HEK293 GAL4-SRC1 luciferase reporter, luminescence;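 active = inhibition above the campaign mean plus 3 SD, with each screening campaign given its own cutoff, cut at about 60% in these data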;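 also: 0% = DMSO treated cells and 100% = gossypol at 36 µM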
Target sequence (Q15788 whole entry, looked up, the tested form may be a part): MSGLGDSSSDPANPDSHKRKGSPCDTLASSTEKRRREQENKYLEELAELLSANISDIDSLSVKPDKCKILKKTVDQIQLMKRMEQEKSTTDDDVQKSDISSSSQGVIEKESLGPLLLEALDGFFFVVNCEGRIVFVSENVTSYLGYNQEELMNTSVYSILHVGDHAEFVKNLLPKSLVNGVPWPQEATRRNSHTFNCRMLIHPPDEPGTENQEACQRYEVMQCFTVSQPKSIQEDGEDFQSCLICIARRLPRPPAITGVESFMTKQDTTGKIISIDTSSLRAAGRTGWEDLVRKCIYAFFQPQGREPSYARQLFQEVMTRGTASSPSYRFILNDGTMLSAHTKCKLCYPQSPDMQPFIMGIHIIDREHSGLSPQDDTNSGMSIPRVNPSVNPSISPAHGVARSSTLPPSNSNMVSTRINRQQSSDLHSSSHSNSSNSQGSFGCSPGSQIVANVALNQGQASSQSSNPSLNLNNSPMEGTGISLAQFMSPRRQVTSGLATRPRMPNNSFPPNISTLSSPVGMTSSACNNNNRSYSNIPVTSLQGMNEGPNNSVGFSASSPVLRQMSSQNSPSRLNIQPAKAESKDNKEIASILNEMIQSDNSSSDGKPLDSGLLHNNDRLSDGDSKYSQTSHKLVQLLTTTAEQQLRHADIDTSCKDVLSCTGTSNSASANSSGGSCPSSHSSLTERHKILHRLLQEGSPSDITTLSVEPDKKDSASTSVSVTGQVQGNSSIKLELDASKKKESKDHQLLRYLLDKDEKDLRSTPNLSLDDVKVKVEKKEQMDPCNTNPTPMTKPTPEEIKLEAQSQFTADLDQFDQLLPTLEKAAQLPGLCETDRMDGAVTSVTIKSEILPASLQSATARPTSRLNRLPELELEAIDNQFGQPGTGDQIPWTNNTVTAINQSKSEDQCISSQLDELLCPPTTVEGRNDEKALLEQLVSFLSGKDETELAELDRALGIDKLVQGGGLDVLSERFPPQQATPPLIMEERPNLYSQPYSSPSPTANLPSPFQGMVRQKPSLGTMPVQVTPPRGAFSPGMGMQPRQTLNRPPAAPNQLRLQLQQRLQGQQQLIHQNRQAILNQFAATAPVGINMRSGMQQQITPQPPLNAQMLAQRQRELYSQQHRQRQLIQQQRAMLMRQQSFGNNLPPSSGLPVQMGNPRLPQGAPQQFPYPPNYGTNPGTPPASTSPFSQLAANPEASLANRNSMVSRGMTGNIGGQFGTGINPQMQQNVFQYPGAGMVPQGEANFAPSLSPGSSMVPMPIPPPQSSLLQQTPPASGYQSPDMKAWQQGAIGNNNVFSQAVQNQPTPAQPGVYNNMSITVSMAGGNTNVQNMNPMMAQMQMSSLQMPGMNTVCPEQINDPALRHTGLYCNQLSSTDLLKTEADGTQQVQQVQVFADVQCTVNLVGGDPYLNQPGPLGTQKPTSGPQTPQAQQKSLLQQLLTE
COUP-TFII inh: NR2F2 (human) inhibition, primary screen; P24468; HEK293T NGFI-A luciferase reporter, luminescence; inhibition, % at 8.6 µM; 370,000 compounds, 0.7% hits; AID 686940;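 active = inhibition above a per-plate cutoff, mean inhibition of test wells between control levels plus 3 SD, cut at about 38% in these data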;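 also: cells cotransfected with COUP-TFII expression vector driving the NGFI-A reporter; 0% = median of COUP-TF2 test wells and 100% = reporter-only cells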
NCOA3 inh: inhibits human SRC3 coactivator; Q9Y6Q9; HEK293 GAL4-SRC3 luciferase reporter, luminescence; inhibition, % at 3.6 µM; 360,000 compounds, 0.17% hits;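 active = inhibition above a per-campaign cutoff, the mean of all compounds plus 3 SD, cut at about 60% in these data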;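 also: 0% = DMSO-treated cells and 100% = gossypol-treated cells at 36 µM; higher means less SRC3-driven luciferase light from the GAL4 reporter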
TLR9-MyD88 block: TLR9-MyD88 interaction inhibition | 340,000 compounds, 0.21% hits | inhibition, % at 4.98 µM | AID 504734 | CHO BLA complementation TLR9-MyD88, CCF4 FRET ratio;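 active = inhibition above the mean over all tested compounds plus 3 SD, cut at about 21% in these data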;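 also: 0% = DMSO only wells and 100% = clavulanate BLA inhibitor control wells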
ABHD5 PLIN5 PPI: ABHD5-PLIN5 protein interaction inhibition; Split G. princeps luciferase complementation, luminescence, 4 h; inhibition, % at 4 µM; 360,000 compounds, 0.78% hits; AID 602281;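 active = inhibition above the mean inhibition across every tested compound plus 3 SD, cut at about 22% in these data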;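 also: 0% = DMSO only wells and the 100% control is not disclosed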
Exocytosis inh: blocks lytic granule exocytosis; 360,000 compounds, 0.66% hits; TALL-104 LAMP-1 surface exposure, flow cytometry; cells stimulated with thapsigargin and PMA; inhibition, % at 10 µM;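 active = inhibition above about 55%, limit read from the data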
NR5A2 inv ag: NR5A2 inverse agonism in reporter assay. HEK293T StAR-luciferase reporter, LRH-1 transfected, 24 h. inhibition, % at 3.6 µM. AID 602396. 360,000 compounds, 0.13% hits. O00482;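 active = inhibition above the mean inhibition of all tested compounds plus 3 SD, cut at about 73% in these data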;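 also: 0% = DMSO wells and 100% = reporter-only cells lacking LRH-1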
The depositor's hits bear a star; nt = no result given. The list is partial (hit frequency here may not be typical).

structure,TWEAK-Fn14 inh,NOD2-RIPK2 inh,NCOA2 inhibitor,TROY signal inh,SRC1 inh,COUP-TFII inh,NCOA3 inh,TLR9-MyD88 block,ABHD5 PLIN5 PPI,Exocytosis inh,NR5A2 inv ag
CC(=O)NC(CC(=O)O)C(=O)O (stereo unspecified),-8,-24,nt,1,-18,nt,-15,-2,-6,-5,9
O=C1CSC(=NC(=O)c2ccccc2)N1,69*,-7,-7,-3,7,-1,10,-3,-18,-1,0
CCN1C(=O)/C(=C2\SC(N3CCOCC3)=NC2=O)c2ccccc21,-26,-7,-12,-9,11,-10,-12,-21,3,20,-18
Nc1nnc(SCC(=O)Nc2cc(F)ccc2F)s1,10,-5,-4,-8,3,-5,9,-4,9,1,-26
O=C(CNC(=O)c1ccc(S(=O)(=O)N2CCCC2)cc1)N/N=C/c1ccco1,-6,-6,18,-7,8,16,1,-5,14,3,-4
CCOc1cc(/C=C/C(=O)c2ccc(C)cc2)ccc1OCC(=O)N(C)C,59*,6,47,-4,-7,10,49,2,7,8,36
OC(c1cc(-c2ccc(Cl)cc2)nc2ccccc12)C1CCCCN1 (stereo unspecified),-6,-5,-3,-25,-4,-16,11,-2,8,6,11
O=C(CC1CCCC1)Nc1cc(S(=O)(=O)N2CCOCC2)ccc1O,-4,-5,18,6,4,12,-11,5,-6,-4,-5
Cc1ccc(NC(=O)CN(C)S(=O)(=O)c2cnc[nH]2)cc1C,-8,-5,5,-21,-15,8,-19,-5,-1,-3,13
N#CCC(=O)N1CCN(C=O)CC1,-6,-10,-28,-5,-20,10,10,-4,3,2,-13
Nc1ncc(Br)cc1S(=O)(=O)NCCC(=O)NCCc1ccc(Cl)cc1,19,4,11,0,-2,-10,12,0,5,22,-9
N#Cc1cnn2c(-c3cccc(C(F)(F)F)c3)ccnc12,-3,-6,-16,-4,2,10,4,nt,11,3,6
COc1ccc(-c2cnc3c(NC=O)cc(-c4cccc(NS(C)(=O)=O)c4)cn23)cc1OC,25,9,14,16,-14,-99,-19,nt,5,5,26
COc1cc2c(cc1/C=C1/NC(=O)N(CC(=O)Nc3ccccc3)C1=O)OCO2,-13,2,-3,-12,2,-1,-1,-7,6,-10,-8
CC(C)N(C(=O)COC(=O)c1ccccc1C(=O)c1ccc(Cl)c([N+](=O)[O-])c1)C(C)C,35,15,-2,74*,-17,5,3,10,0,1,-6
COCc1ccc(C(=O)N2CCc3c([nH]c4ccccc34)C2c2ccccn2)s1 (stereo unspecified),-14,0,-5,6,19,7,-1,5,-3,-2,19
C[C@H](NC(=O)OC(C)(C)C)c1nnc(SCC(N)=O)o1,-1,6,-22,-17,-10,-12,-5,1,2,-5,-6
CCC(C(=O)Nc1c(C)cccc1C)n1c(-c2cnc(C)cn2)nc2ccccc21 (stereo unspecified),nt,-3,23,nt,nt,-4,nt,nt,-12,8,-16
CCOC(=O)C(C)Sc1nnc(-c2ccccc2O)n1-c1ccc(C)cc1 (stereo unspecified),8,1,13,5,-38,14,-16,-7,-4,1,-10
O=C(CSc1ncn[nH]1)Nc1c(F)cc(F)cc1Br,3,-5,-8,0,-4,11,9,-4,6,-2,8
CCOCC(=O)Nc1ccc(S(=O)(=O)Nc2ncccn2)cc1,4,1,-13,12,5,-3,21,7,-2,3,3
COc1ccc(C(=O)OCC(=O)c2c[nH]c3ccccc23)cc1OC,5,2,-26,-12,-53,-7,-42,2,-1,5,-8
O=[N+]([O-])c1ccc(-c2cc(-c3ccncc3)nc3ccc4ccccc4c23)cc1,-41,-12,5,17,-12,9,6,-1,-5,5,8
CCc1ccccc1NC(=O)/C(C#N)=C/c1ccc(Sc2ccccc2)o1,6,6,12,-12,2,1,14,15,-12,3,-10
CSc1nc(SCC(=O)NCc2ccco2)c2c3c(sc2n1)COC(C)(C)C3,4,2,11,5,0,-2,10,-3,12,1,44
CC1(NC(=O)Cc2ccc(Cl)c(Cl)c2)CCS(=O)(=O)C1 (stereo unspecified),-4,-5,20,-13,-1,12,0,-13,5,0,-11
O=C(CN1CCN(C(=O)c2ccccc2)CC1)Nc1cc(S(=O)(=O)N2CCCC2)ccc1Cl,2,8,3,7,-8,8,3,3,-5,-12,9
O=Cc1c(Nc2ccccc2Cl)nc2ccccn2c1=O,-1,-2,9,0,4,-3,-1,-15,-3,-5,6
CCOC(=O)c1c(C)[nH]c(C(=O)C(C)Cl)c1C (stereo unspecified),-8,-8,8,12,6,1,24,-4,-2,8,0
O=C(Cn1cnc2c(cnn2-c2ccccc2Cl)c1=O)N1CCc2ccccc21,13,1,-12,-10,-1,0,-7,-8,-1,-1,-6
COc1ccc(-n2nc(C(=O)NCC(=O)NCc3ccccc3OC)c3ccccc3c2=O)c(OC)c1,5,6,-9,0,-53,9,8,9,0,0,1
Cc1ccc(S(=O)(=O)N2CCC(C(=O)Nc3cc(C(F)(F)F)ccc3N3CCOCC3)CC2)cc1C,5,-16,-34,5,-31,8,10,-2,5,0,12
O=C(O)c1cccc(Sc2ccc(Br)cc2C(=O)O)c1,11,1,-3,-7,-13,-7,0,1,-4,8,-2
CCC(C(=O)OCC(=O)N(CCOC)c1c(N)n(Cc2ccccc2)c(=O)[nH]c1=O)c1ccccc1 (stereo unspecified),4,-5,-6,15,-15,18,3,-3,0,0,2
CCN(CC(=O)Nc1ccc(NC(C)=O)cc1)C(=O)c1cc(S(=O)(=O)N2CCCCCC2)ccc1OC,-4,8,12,29,-6,7,3,1,-3,-6,-5
O=S(=O)(Nc1ccc2c(c1)OCO2)c1ccc(Br)s1,-11,1,-25,-21,-21,-8,-22,6,1,-6,11
Cc1cccc(NC(=O)c2cccc(S(=O)(=O)N(C)C3CCCCC3)c2)n1,4,21*,14,8,7,13,3,-5,0,-2,6
Cc1csc(NC(=O)/C=C/c2ccco2)n1,13,-7,-44,-39,-88,-39,-80,-4,2,-5,-86
CS(=O)(=O)N(CC(=O)Nc1cc(Cl)ccc1Cl)c1ccccc1Cl,27,8,13,9,-17,5,15,-2,18,8,-16
CCOC(=O)c1ccc2ncc(C(=O)OCC)c(Nc3ccc(N4CCOCC4)cc3)c2c1,53*,-2,21,10,6,-13,6,3,7,40,11
CC(C)CN(CC(C)C)S(=O)(=O)N1CCC(C(=O)NCCN2CCOCC2)CC1,10,-10,-2,2,-4,-6,9,-6,-2,-2,-3
COc1ccc(NC(=O)Cn2c([N+](=O)[O-])cnc2C)c(OC)c1,4,8,-3,14,-8,-14,-14,-1,-5,-4,4
COc1cccc2c1OCC/C2=N\NC(=O)COc1ccc(C)cc1,-27,-8,-26,-27,-3,-2,-8,-5,-7,1,2
COc1ccc(/C=N/NC(=O)c2cccc(NC(C)=O)c2)c(OC)c1,3,-3,-15,-1,-21,11,4,-4,1,2,-7
O=C(NCc1ccccc1)c1ccc(NC(=O)C2CCCO2)cc1 (stereo unspecified),-24,9,-2,-9,-7,4,-8,-8,10,-4,-5
O=C1ON=C(c2ccccc2)/C1=C\c1ccco1,3,-12,-6,10,8,24,10,-6,3,-7,8
COc1cccc(C(=O)Nc2ccc(NC(=O)c3ccco3)nc2)c1,-15,-3,-79,-57,-148,-20,-37,-14,2,2,-121
CNC(=O)[C@H]1O[C@@H](n2cnc3c(NCc4cccc(I)c4)ncnc32)[C@H](O)[C@@H]1O,-55,-8,-8,7,-23,-69,-30,-5,-9,3,11
CCn1c(C2CC(=O)N(Cc3ccccc3)C2)nc2ccccc21 (stereo unspecified),6,-12,-9,0,8,1,-7,-5,-2,5,2
FC(F)(F)c1ccccc1Cc1c(-c2cccc(Br)c2)nc2ccc(Cl)cn12,10,-1,-32,-2,-4,-2,-22,nt,5,-5,-25

Reformatted as labelled records: entries from further up
> COc1ccc(/C=N/NC(=O)c2cccc(NC(C)=O)c2)c(OC)c1
- TWEAK-Fn14 inh = 3
- NOD2-RIPK2 inh = -3
- NCOA2 inhibitor = -15
- TROY signal inh = -1
- SRC1 inh = -21
- COUP-TFII inh = 11
- NCOA3 inh = 4
- TLR9-MyD88 block = -4
- ABHD5 PLIN5 PPI = 1
- Exocytosis inh = 2
- NR5A2 inv ag = -7

> O=C(NCc1ccccc1)c1ccc(NC(=O)C2CCCO2)cc1 (stereo unspecified)
- TWEAK-Fn14 inh = -24
- NOD2-RIPK2 inh = 9
- NCOA2 inhibitor = -2
- TROY signal inh = -9
- SRC1 inh = -7
- COUP-TFII inh = 4
- NCOA3 inh = -8
- TLR9-MyD88 block = -8
- ABHD5 PLIN5 PPI = 10
- Exocytosis inh = -4
- NR5A2 inv ag = -5

(next part)
structure,TWEAK-Fn14 inh,NOD2-RIPK2 inh,NCOA2 inhibitor,TROY signal inh,SRC1 inh,COUP-TFII inh,NCOA3 inh,TLR9-MyD88 block,ABHD5 PLIN5 PPI,Exocytosis inh,NR5A2 inv ag
S=C(Nc1cccc2ccccc12)Nc1cccc2ccccc12,92*,3,-39,49,-3,-5,-6,-3,-18,-3,-1
Cc1cc(C)c2c(-n3cccc3)c(NC(=O)OC(C)C)sc2n1,15,5,0,10,-4,-5,15,-5,-1,-5,-2
CC(C)c1ccc(CNc2ccc([N+](=O)[O-])cn2)cc1,7,-4,-56,-84,-71,-22,-41,0,12,-1,-67
COC(=O)CSc1[nH]c2ccc(F)cc2c1[N+](=O)[O-],-9,3,23,4,16,17,26,1,25*,22,3
COc1ccc(C(=O)C2CCCN(Cc3ccc4nonc4c3)C2)c(C)c1 (stereo unspecified),-9,-5,4,11,-5,1,12,-2,-5,0,-5
CCC(=O)c1ccc(OCC(=O)OCC(=O)N(C)CC(=O)Nc2ccc(F)cc2)cc1,3,4,-24,-15,-1,1,6,5,3,-3,16
O=C(CN1CCOCC1)Nc1cc(Cl)ccc1Cl,-4,-13,6,-8,2,-10,12,-7,7,3,4
c1ccc2c(c1)NC1(CCCCC1)n1c-2nc2ccccc21,-37,-9,-12,-84,-39,-37,-39,9,9,2,-106
COc1ccc(/C=C(/C(=O)c2ccc(Cl)cc2Cl)n2cncn2)cc1,25,0,-17,1,-35,11,6,0,21,3,-7
CC(=O)Nc1ccc(NC(=O)C(C)Oc2ccc(Cl)cc2Cl)cc1 (stereo unspecified),-12,-4,-2,10,-5,4,-10,11,-2,-7,9
CCc1cc2cccc(C)c2nc1SCC(=O)c1ccc(NC(C)=O)cc1,-1,-17,-24,16,0,10,10,-15,-5,-3,-7
COc1ccc(-c2nn(-c3ccccc3)cc2/C=N/NS(=O)(=O)c2ccccc2)cc1,-7,-1,-76,-50,-13,-3,-10,-4,-5,-1,-32
CN(C(=O)COC(=O)CSc1ccc([N+](=O)[O-])cc1)C1CCS(=O)(=O)C1 (stereo unspecified),5,-2,7,-1,-1,6,-10,-1,8,8,14
CC(C)N1CCC(N2CCN(Cc3ccc(C#CC(C)(C)O)s3)CC2CCO)CC1 (stereo unspecified),0,3,-1,2,8,0,7,-6,3,-5,13
CN(C)S(=O)(=O)N1CCN(S(=O)(=O)c2ccccc2)CC1,-8,-3,-43,4,-3,-15,21,0,1,1,-9
O=C1CC(c2ccccc2)=Nc2ccccc2N1,1,-8,-10,-12,-3,-4,-11,-6,5,2,-13
COc1ccc(C(=O)COC(=O)c2ccco2)cc1,45,-12,-62,26,-34,-19,-28,3,0,14,-18
CN(C)c1nn2c(-c3ccccc3)nnc2o1,1,-5,-11,2,6,-4,-6,-3,-3,-1,-40
